Bioassay records (PubChem)
Anesthetic bind = binds horse apoferritin like a general anesthetic | apoferritin/1-aminoanthracene competitive binding, fluorescence | Potency, µM (series often up to 77.5 µM), for the others: top-dose activity change, negative = displacement, actives largely listed as inhibitors | hit rate 0.074% among 350,000 | AID 485281; also: potency is read from the fitted curve at half-maximal effect; % is scaled to controls: 0 for no effect and ±100 for the full control effect; nearly all actives have a fitted effect of over 20% in size
Target sequence (P02791 2-175 limits assumed): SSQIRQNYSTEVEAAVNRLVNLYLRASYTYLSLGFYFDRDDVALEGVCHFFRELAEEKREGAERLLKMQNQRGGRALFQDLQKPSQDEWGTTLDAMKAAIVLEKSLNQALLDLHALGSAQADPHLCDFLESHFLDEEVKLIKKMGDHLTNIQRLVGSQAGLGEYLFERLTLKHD
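Read-out: endpoint 1-AMA fluorescence, excitation 380 nm and emission 535 nm, after compounds sit 10 min at room temperature with 10 uM horse-spleen apoferritin in 50% saturated 1-AMA/PBS. Values come from four-parameter Hill fits.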
POLK inh = DNA polymerase kappa (human) inhibition; purified Pol kappa, fluorescent DNA synthesis assay, 10 min; Potency, µM (doses to about 107 µM), for the others: at the top dose activity, negative = inhibition, usual class: inhibitors; hit rate 0.53% among 400,000; also: potency is read from the fitted curve at half-maximal effect; % is scaled to controls: 0 for no effect and ±100 for the full control effect
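Enzyme at 10 nM met test compounds for 15 min at room temperature. Substrate addition (50 nM final) began the reaction, which was monitored by fluorescence at 0 and 10 min.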
12-LOX inh = inhibitors of human 12S-lipoxygenase ALOX12. hit rate 1.1% among 580,000. purified 12hLO, xylenol orange hydroperoxide absorbance. P18054. Potency, µM (top dose mostly 108 µM), for the others: at the top dose activity change, negative = inhibition, hits mostly inhibitors; also: potency is read from the fitted curve at half-maximal effect; % is scaled to controls: 0 for no effect and ±100 for the full control effect
Target sequence (P18054 whole entry, looked up): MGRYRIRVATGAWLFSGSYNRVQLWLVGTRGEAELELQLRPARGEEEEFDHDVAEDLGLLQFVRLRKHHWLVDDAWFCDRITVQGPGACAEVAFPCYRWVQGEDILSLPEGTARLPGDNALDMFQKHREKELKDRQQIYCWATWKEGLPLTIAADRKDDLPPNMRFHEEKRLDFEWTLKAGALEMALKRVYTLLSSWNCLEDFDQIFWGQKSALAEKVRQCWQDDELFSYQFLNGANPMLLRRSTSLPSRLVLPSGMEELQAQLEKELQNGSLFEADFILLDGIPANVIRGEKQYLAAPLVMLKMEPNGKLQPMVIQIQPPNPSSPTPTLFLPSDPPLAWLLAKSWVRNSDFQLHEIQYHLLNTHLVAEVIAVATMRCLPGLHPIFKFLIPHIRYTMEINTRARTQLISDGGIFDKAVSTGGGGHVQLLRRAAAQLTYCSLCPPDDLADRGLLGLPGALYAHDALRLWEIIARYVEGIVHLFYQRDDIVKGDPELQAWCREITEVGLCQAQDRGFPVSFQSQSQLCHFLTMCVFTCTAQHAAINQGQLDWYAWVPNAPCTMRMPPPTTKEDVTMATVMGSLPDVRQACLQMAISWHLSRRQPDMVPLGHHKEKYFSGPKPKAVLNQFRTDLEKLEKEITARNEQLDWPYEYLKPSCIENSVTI
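Hydroperoxide product was detected by ferrous iron/xylenol orange as the 573 to 405 nm absorbance ratio. Arachidonic acid at 40 uM (final) was turned over for 30 min at room temperature by 150 nM human 12hLO, pH 7.0 Hepes buffer, after 15 min compound preincubation.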
POLH inh = inhibitors of human DNA polymerase eta. AID 588591. hit rate 1.2% among 390,000. Potency, µM (highest dose often 114 µM), for inactives: top-dose activity change, negative = inhibition, actives largely listed as inhibitors. recombinant Pol eta, fluorescent DNA replication assay; also: potency is read from the fitted curve at half-maximal effect; % is scaled to controls: 0 for no effect and ±100 for the full control effect
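Pol eta (10 nM) was preincubated with compounds for 15 min at room temperature, after which fluorescent replication substrate (50 nM final) was added to start the reaction. Fluorescence was read kinetically at 0 and 10 min.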
LDHA block = inhibitors of human lactate dehydrogenase A; P00338; hit rate 0.15% among 480,000; purified LDHA, NADH/diaphorase-resazurin fluorescence; active compounds read low; activity change, % (values are at about 110 or 230 µM); in the data active = activity change below about -30%; inconclusive = mostly about -25% to -30%;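 also: plate controls were DMSO wells for no effect and wells without enzyme for full effect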
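Enzyme activity of human lactate dehydrogenase 5 (2 nM; 0.06 mM NADH, 0.2 mM pyruvate, 5 min, RT) is measured via a resazurin/diaphorase fluorescence readout of residual NADH.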
POLB inh = inhibitors of human DNA polymerase beta; Pol beta primer extension/strand displacement, fluorescence kinetic; P06746; hit rate 1.3% among 340,000; Potency, µM (top dose mostly 114 µM), for the others: at the top dose activity change, negative = inhibition, most hits filed as inhibitors; also: potency is read from the fitted curve at half-maximal effect; % is scaled to controls: 0 for no effect and ±100 for the full control effect
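Reaction started by 50 nM substrate onto compound-treated Pol beta (10 nM, 15 min preincubation, room temperature); plates read at 0 min and 10 min. Normalized concentration-effect data fitted by four-parameter Hill equation.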
RGS4 inh = human RGS4 inhibition | Potency, µM (top dose mostly 114 µM), for inactives: at the top dose activity change, negative = inhibition, hits mostly inhibitors | P49798 | hit rate 0.039% among 390,000 | AID 504845 | Transcreener GDP fluorescence polarization, RGS4-accelerated GTP hydrolysis; also: potency is read from the fitted curve at half-maximal effect; % is scaled to controls: 0 for no effect and ±100 for the full control effect; nearly all actives have a fitted effect of over 75% in size; some results filed as inactive show a strong effect at the top dose
Target sequence (P49798 whole entry, looked up): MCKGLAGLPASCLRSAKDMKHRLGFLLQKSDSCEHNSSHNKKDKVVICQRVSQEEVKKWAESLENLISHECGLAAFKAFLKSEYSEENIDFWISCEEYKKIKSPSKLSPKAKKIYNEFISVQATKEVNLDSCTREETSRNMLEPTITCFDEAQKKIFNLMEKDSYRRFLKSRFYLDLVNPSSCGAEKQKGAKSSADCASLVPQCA
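MLSMR compounds (23 nl, pin-transferred) preincubated 10 min at room temperature with a 500nM (2x) first reagent, then RGS4 at 900nM (2x) plus Transcreener GDP mix added; fluorescence polarization (620/688 nm) read before and after 90 min at 30 °C.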
APEX1 inh = blocks human APE1 abasic DNA cleavage. P27695. recombinant APE1, TAMRA/BHQ-2 abasic DNA cleavage fluorescence. Potency, µM (top dose mostly 65.8 µM), inactives show top-dose activity change, negative = inhibition, usual class: inhibitors. hit rate 0.35% among 350,000;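 also: potency is read from the fitted curve at half-maximal effect; plate controls were vehicle for no effect and reference inhibitor for full effect; nearly all actives have a fitted effect of over 55% in size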
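0.75 nM APE1 + cpd, 15 min RT; start w/ 50 nM TAMRA/BHQ-2 THF-abasic dsDNA; kinetic fluor 525/598 nm ×3 reads @60 s; Δ(read3−read1); normalized to DMSO and NSC13755 control wells.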
ERG-DNA inh = blocks human ERG Ets domain binding to DNA | fluorescence polarization, His-ERG Ets domain / labelled DNA | AID 624246 | hit rate 0.028% among 370,000 | Potency, µM (titrated, usually from 76.9 µM), for the others: at the top dose FP activity, negative = inhibition, actives largely listed as inhibitors | P11308; active = well fitted inhibition curve with a large enough effect in the polarisation, with a control signal flat; inconclusive = small, poorly fitted or top-dose-only effect, or effect the other way, or a change in a side signal; inactive = no such curve, though single readings can be large or run the other way; the % refers to the polarisation;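 also: polarization taken with two DNA probes labelled with fluorescein and Texas red; potency is read from the fitted curve at half-maximal effect; % of control where 0% means no effect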
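His-tagged ERG Ets domain (1 uM in the protein solution; 300mM KCl, 50mM Tris-HCl, 1mM EDTA, 1mM DTT, pH 7.5) received compound, then a probe mix of 5 nM fluorescein-DNA and 100nM Texas-615-DNA. Fluorescence polarization was read for both dyes.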
An asterisk follows results filed as active; ? = inconclusive; . = not tested or not shown; & = joins results of further samples; [ ] = another dose, or the depositor's remark. Unless noted, calls follow the shape of the dose curve; as a rule, active = well fitted curve in the direction sought with a large enough effect; inconclusive = small, poorly fitted or top-dose-only effect, or another doubt; inactive = no such curve, though single readings can be large; an effect the other way counts as inactive or inconclusive. A portion of the library (hit frequency here may not be typical).

1. CCOC(=O)c1cnc(N2CCN(c3ccc(C)cc3C)CC2)c2ccccc12
2. COCCN(C(=S)Nc1ccc(Cl)cc1OC)C1CCN(C(C)=O)CC1
3. C=CCN1C(=O)c2ccc(C(=O)OCC(=O)N(C)C3CCCCC3)cc2C1=O
4. NS(=O)(=O)c1ccc(Nc2nc(-c3ccc(F)cc3)cs2)cc1
5. C/C(CC(=O)Nc1ccccc1C(F)(F)F)=N\NC(=O)c1cnccn1
6. COc1ccc(CNC(=O)COC(=O)CCn2c(C)csc2=O)cc1OC
7. O=C1CC(CC(=O)N/N=C/c2ccccc2[N+](=O)[O-])=NN1
8. COc1ccc(C(C)=O)cc1CSc1nc2ccccc2c(=O)n1-c1ccccc1
9. CCCOC(=O)C1[C@H]2C(=O)N(C(C)c3ccc(OC)cc3)C[C@]23C=C[C@H]1O3 (some centres undefined)
10. Cn1cc(/C=C(\NC(=O)c2ccccc2Cl)C(=O)NCCCn2ccnc2)c2ccccc21
assay / entry,1,2,3,4,5,6,7,8,9,10
Anesthetic bind,-20%,-2%,-18%,-14%,.,.,-12%,6%,-15%,-9%
POLK inh,1%[60.1 µM],-18%,-11%,-2%,-9%,3%,-15%,-9%,-3%,-13%
12-LOX inh,-13%,16%,7%,40µM*,5%,-21%,13%,16%,6%,-3%
POLH inh,0%,4%,-5%,-29%,0%,-2%,-19%,?,-1%,0%
LDHA block,2,-2,-9,1,-2,-3,3,-8,-5,-10
POLB inh,11%,14%,0%,-20%,.,.,43%,27%,4%,13%
RGS4 inh,-4%,-11%,2%,?,14%,-9%,3%,-31%,1%,-2%
APEX1 inh,.,1%,-6%,1%,.,25%,4%,4%,16%,-11%
ERG-DNA inh,8%,17%,2%,4%,2%,7%,-12%,-3%,-9%,0%

11. CCSCCC(NC1=CC(=O)CC(C)(C)C1)C(=O)O (centres undefined)
12. COc1ccc(C2c3ccc4ccccc4c3Oc3ncn(CCN4CCOCC4)c(=N)c32)cc1 (centres undefined)
13. CCc1ccc(/C=N/NC(=O)Cc2ccc(OC)c(OC)c2)s1
14. CCN1C(=O)S/C(=C/c2c(OCc3ccc(C(=O)O)cc3)ccc3ccccc23)C1=O
15. CCc1ccccc1NC(=O)COC(=O)c1cn(CC)c2nc(C)ccc2c1=O
16. COc1ccc([N+](=O)[O-])cc1N(CC(=O)N(C)C)S(C)(=O)=O
17. COc1cccc(-c2nn3c(-c4ccccn4)nnc3s2)c1
18. Cc1ccn2cc(C(=O)Nc3ccccc3N3CCOCC3)nc2c1
19. CCN(CC)c1nc(SCCOC(=O)Nc2ccccc2)nc(N(CC)CC)n1
20. COC(=O)c1ccc(C2Nc3c(C)cccc3-c3cc(C)nn32)cc1 (centres undefined)
assay / entry,11,12,13,14,15,16,17,18,19,20
Anesthetic bind,-3%,129%[activator],-8%,-20%,-6%,-3%,-15%,-15%,-2%,-10%
POLK inh,-7%,-7%,-7%,-6%,-6%,-3%,-1%,-4%[60.1 µM],-19%,-15%
12-LOX inh,?,?,491%[activator],-26%,0%,4%,-11%,1%,-15%,-20%
POLH inh,2%,-15%,-12%,-14%,-11%,-18%,10%,5%,-16%,-17%
LDHA block,1,5,-2,-5,0,-9,1,-7,6,-6
POLB inh,2%,1%,4%,50µM*,20%,1%,6%,24%,0%,-21%
RGS4 inh,1%,-23%,-11%,10%,3%,-6%,-9%,7%,5%,-1%
APEX1 inh,-1%,-5%,3%,2%,.,3%,-1%,-7%,-3%,.
ERG-DNA inh,3%,-5%,6%,6%,13%,3%,-12%,.,.,-6%

Screen by screen, from the results shown.
Nos. 11 to 20 in Anesthetic bind, in turn: -3%, 129%[activator], -8%, -20%, -6%, -3%, -15%, -15%, -2%, -10%
Nos. 11 to 20 in POLK inh, in turn: -7%, -7%, -7%, -6%, -6%, -3%, -1%, -4%[60.1 µM], -19%, -15%

(list continues)
21. COCCn1c(SCC(=O)NC(=O)NCc2ccccc2)nc2ccccc21
22. Nc1nonc1N/N=C/c1c(O)ccc2ccccc12
23. COc1ccc(Nc2nccc(NCCO)n2)cc1
24. CN(CC(=O)Nc1cccc(F)c1)CC(=O)N1CCCCC1
25. COc1ccccc1NC(=O)c1cc([N+](=O)[O-])ccc1NCCN1C(=O)CCC1=O
26. COc1cc([N+](=O)[O-])ccc1NC(=O)COC(=O)CCS(=O)(=O)c1ccc(C)cc1
27. Cc1cccc(Nc2ccncc2S(=O)(=O)NC(=O)NC(C)C)c1
28. Cc1ccccc1NC(=O)Cn1cc(S(=O)(=O)c2ccccc2)c(=O)c2ccccc21
29. CCCN(CCC)c1nc(C#N)nc(N(CCC)CCC)n1
30. Cc1oc(-c2ccc(Cl)cc2)nc1CN1CCC(C(=O)NCCCN2CCN(c3cccc(Cl)c3)CC2)CC1
assay / entry,21,22,23,24,25,26,27,28,29,30
Anesthetic bind,-22%,6%,1%,.,-3%,.,3%,0%,-13%,-21%
POLK inh,-13%,-20%,9%[60.1 µM],-16%,-21%,-10%,-2%,-6%,-5%&4%,-7%
12-LOX inh,0%[57.4 µM],-25%,-11%[57.4 µM],3%,-19%,-20%,?,-28%,1%,?
POLH inh,-6%,-18%,.,-23%,?,-7%,-16%,-12%,-16%,-18%
LDHA block,-2,6,.,-2,-2,-1,-14,-12,2&-6,-4
POLB inh,-4%,?,.,.,?,.,33%,20%,-17%,-1%
RGS4 inh,1%,-1%,.,5%,-35%[56.9 µM],-30%,-5%,-16%,14%&8%,-16%
APEX1 inh,-4%,-9%,0%,34%,24%,5%,1%,.,6%,.
ERG-DNA inh,-4%,-5%,.,5%,-17%,0%,2%,0%,-6%,-8%

31. CCC(=O)c1ccc(OCC(=O)OCC(=O)Nc2cccc(S(=O)(=O)N3CCCC3)c2)cc1
32. CSc1nc(C)cc(OCC(=O)N/N=C/c2ccccc2O)n1
33. CCC(C)c1ccc(NC(=S)NN2CCOCC2)cc1 (centres undefined)
34. CCCC(=O)Nc1nnc(SCC(=O)NC2CC2)s1
35. CC(=O)Nc1ccc(CN2CCCN(C)CC2)cc1
36. Cc1noc(C)c1S(=O)(=O)N(CC(=O)Nc1ccc(C(F)(F)F)cc1)c1ccc(C(C)C)cc1
37. COc1ccc(C)cc1NC(=O)Nc1ccccc1OCc1cc(=O)n2ccccc2n1
38. CN=C(Nc1cccnc1)c1ccccc1
39. Cc1cc(Cl)ccc1OCC(=O)OCC(=O)c1c(N)n(C)c(=O)n(C)c1=O
40. CCN(c1ccccc1)S(=O)(=O)c1ccc(C(=O)NCCc2ccc(S(N)(=O)=O)cc2)cc1
assay / entry,31,32,33,34,35,36,37,38,39,40
Anesthetic bind,.,42%[activator],-7%,0%,-1%,-7%,55%[activator],3%,.,-16%
POLK inh,1%,-10%,-10%,1%,-1%,-23%,-10%[60.1 µM],-13%,-3%,-10%
12-LOX inh,-6%,-1%,-4%,-4%,?,-21%,0%,-1%,15%,-1%
POLH inh,-13%,-7%,-5%,-16%,-16%,-22%,6%,0%,-23%,-4%
LDHA block,-7,1,-3,1,-17,-3,-6,1,-6,-2
POLB inh,.,2%,1%[57.1 µM],-2%,0%,8%,-3%,50%,.,-11%
RGS4 inh,-15%,-21%,-1%,-12%,10%,5%,-9%,27%,-15%,-10%
APEX1 inh,7%,8%,3%,15%,30%,.,.,-2%,6%,5%
ERG-DNA inh,-3%,-10%,.,-1%,3%,0%,7%,-4%,2%,-3%

41. COc1ccc(Cl)cc1N(CC(=O)Nc1ccccc1SC)S(C)(=O)=O
42. CC(C)c1ccc(-c2nc(N3CCCC3)nc3n[nH]c(N)c23)cc1
43. Cc1cccc(NC(=O)c2ccc(C(=O)c3ccccc3)cc2)n1
44. CC(C)N1C(=O)C(=O)N(CC(=O)N(C)c2ccccc2)C1=O
45. CC(C)c1ccc(NC(=S)N2CCCC(c3ccc(F)cc3)=N2)cc1
46. O=C(CSCC(=O)N1CCCCC1)Nc1nc(-c2cccs2)cs1
47. COc1ccc(S(=O)(=O)N(C)C)cc1NC(=O)COC(=O)Cn1cnc2ccccc2c1=O
assay / entry,41,42,43,44,45,46,47
Anesthetic bind,-9%,-1%,.,.,5%,?,.
POLK inh,-5%,4%,-6%,0%,-1%,-1%,12%
12-LOX inh,?,8%,-1%,40%[activator],8%,?,174%[activator]
POLH inh,-6%,-6%,-8%,-20%,-19%,-16%,-11%
LDHA block,-3,2,-3,-9,2,-5,-1
POLB inh,-1%,2%,.,.,-20%,-1%,.
RGS4 inh,-13%,11%,16%,9%,8%,-6%,-5%
APEX1 inh,-5%,0%,17%,2%,-4%,-2%,-5%
ERG-DNA inh,-7%,-4%,-18%,1%,11%,-4%,13%

Some of these compounds in order of molecular weight, low to high:
44. CC(C)N1C(=O)C(=O)N(CC(=O)N(C)c2ccccc2)C1=O
42. CC(C)c1ccc(-c2nc(N3CCCC3)nc3n[nH]c(N)c23)cc1
45. CC(C)c1ccc(NC(=S)N2CCCC(c3ccc(F)cc3)=N2)cc1
assay / entry,44,42,45
Anesthetic bind,.,-1%,5%
POLK inh,0%,4%,-1%
12-LOX inh,40%[activator],8%,8%
POLH inh,-20%,-6%,-19%
LDHA block,-9,2,2
POLB inh,.,2%,-20%
RGS4 inh,9%,11%,8%
APEX1 inh,2%,0%,-4%
ERG-DNA inh,1%,-4%,11%
